MITF primary = inhibitors of human MITF; O75030; AlphaScreen MITF homodimerization, bead proximity signal; inhibition, % at 2.6 µM; hit rate 0.91% among 650,000; AID 1259374; in the data active means inhibition above about 50%;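 further: 0% = vehicle wells with protein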
Target sequence (O75030 whole entry, looked up): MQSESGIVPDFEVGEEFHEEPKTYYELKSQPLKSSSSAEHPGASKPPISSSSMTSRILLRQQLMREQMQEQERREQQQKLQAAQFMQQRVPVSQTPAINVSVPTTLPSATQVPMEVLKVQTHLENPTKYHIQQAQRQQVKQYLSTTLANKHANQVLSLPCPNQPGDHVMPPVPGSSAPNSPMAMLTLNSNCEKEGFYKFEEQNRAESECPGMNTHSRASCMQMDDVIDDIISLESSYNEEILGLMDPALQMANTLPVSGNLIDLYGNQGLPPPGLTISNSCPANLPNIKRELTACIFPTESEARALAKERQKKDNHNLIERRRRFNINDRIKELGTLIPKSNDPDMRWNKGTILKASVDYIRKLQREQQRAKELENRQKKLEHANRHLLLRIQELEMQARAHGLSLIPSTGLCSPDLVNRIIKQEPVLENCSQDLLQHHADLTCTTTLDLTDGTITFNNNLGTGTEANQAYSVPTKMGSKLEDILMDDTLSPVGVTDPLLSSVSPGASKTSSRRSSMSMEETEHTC
GPR151 activ = activates the human receptor GPR151. Q8TDV0. PathHunter beta-arrestin GPR151 cells, luminescence. activation, % at 11.2 µM. hit rate 1% among 650,000. AID 1508602; in the data active means activation above about 4.9%;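 further: 0% = median of compound wells and 100% = cells with positive control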
Target sequence (Q8TDV0 whole entry, looked up): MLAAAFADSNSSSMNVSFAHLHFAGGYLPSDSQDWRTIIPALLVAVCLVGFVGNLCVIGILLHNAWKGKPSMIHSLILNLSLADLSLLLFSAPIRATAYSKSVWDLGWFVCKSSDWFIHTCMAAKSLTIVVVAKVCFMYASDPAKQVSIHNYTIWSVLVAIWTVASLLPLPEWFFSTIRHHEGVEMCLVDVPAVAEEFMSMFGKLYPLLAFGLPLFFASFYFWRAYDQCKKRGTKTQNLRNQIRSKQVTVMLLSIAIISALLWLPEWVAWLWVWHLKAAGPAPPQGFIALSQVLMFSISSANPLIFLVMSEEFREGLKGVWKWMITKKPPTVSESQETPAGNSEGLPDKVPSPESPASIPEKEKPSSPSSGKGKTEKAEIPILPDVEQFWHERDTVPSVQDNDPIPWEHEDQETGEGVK
TEAD-YAP block = TEAD-YAP interaction inhibition | HEK-TIYL cells, TEAD-Gal4/YAP UAS-luciferase luminescence | inhibition, % at 9.12 µM | hit rate 1.4% among 640,000 | AID 1259422; in the data active means inhibition above about 32%;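 further: 0% = median of test compound wells and 100% = reference inhibitor wells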
FBW7 act = activators of human E3 ligase FBW7; AlphaScreen FBW7–phospho-cyclin E peptide binding, activator screen; normalized activity (activation), % at 26.1 µM; hit rate 0.13% among 650,000; in the data active means normalized activity above about 1.9%;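 further: purified mutant Fbw7 with reduced substrate affinity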
* hit, by the source's call.

Fields – MITF primary, GPR151 activ, TEAD-YAP block, FBW7 act
O=C(NCC1(c2cccs2)CCOCC1)c1c(F)cccc1Cl
  0, -0.6, -1, 0.0
COc1ccc(OC)c(C(C)NC(=O)C23CC4CC(CC(C4)C2)C3)c1 (stereo unspecified)
  10, 3.5, 0, 0.2
Cn1c(Nc2cc(Nc3ccc4c(c3)OCO4)ncn2)nc2ccccc21
  5, 1.2, -31, -0.3
CCOC(=O)c1c(C)n(C)c2c1cc(OC(=O)c1ccccc1F)c1ccccc12
  5, 1.5, 2, -0.1
c1ccc(Nc2nc(-c3ccc4ccccc4c3)cs2)nc1
  1, -1.3, -66, -0.3
CC(=O)Nc1ccc(/C=N\NC(=O)CNS(=O)(=O)c2ccc([N+](=O)[O-])cc2)cc1
  17, 1.0, 3, 0.3
COC(=O)C1=CN(C2CC2)C=C(C(=O)OC)C1c1ccc(F)cc1
  8, 1.4, 11, 0.5
Cc1cc(C)nc(-c2cccc3c2OC(CNC(=O)CCc2ccco2)C3)n1 (stereo unspecified)
  3, 0.1, -4, 0.0
Cc1ccccc1-n1nc2c(c1NC(=O)c1cc(Br)ccc1Cl)CS(=O)(=O)C2
  -9, -1.0, -7, -0.2
O=C1CSC(c2ccccn2)N1c1cc(Cl)cc(Cl)c1 (stereo unspecified)
  9, -0.5, 7, 0.1
CN(C)c1cccc(Nc2nc(NCc3ccccc3)c3[nH]cnc3n2)c1
  15, -0.1, 1, 2.4*
O=C(NCCN1CCOCC1)c1csc(NC2CCN(Cc3ccccc3)CC2)n1
  -12, -0.2, -19, -0.2
Cc1cc(C)nc(N2CCC(NCCN(C)C)CC2)n1
  -17, -2.1, 3, 0.0
O=c1cc(Nc2cccc([N+](=O)[O-])c2)c2ccccc2o1
  20, -0.9, -2, 0.8
Cc1cc(C)nc(N2CCN(S(=O)(=O)c3ccccc3C(F)(F)F)CC2)n1
  -36, 0.2, -5, 0.0
CC(=O)Nc1cccc(N2C(=O)C3CC=CCC3C2=O)c1 (stereo unspecified)
  23, -1.4, -7, 0.2
CC(C)(C)NC(=O)COc1ccc(Br)cc1Cl
  -7, -1.2, 1, 0.0
Cc1cc(NC(=O)CN2CCN(CCO)CC2)no1
  7, 0.4, 0, 0.1
CSc1ccc(NC(=O)c2snc3c(=O)[nH]cnc23)cc1
  1, -1.5, -9, 0.3
O=c1[nH]c2cc(Br)cnc2[nH]c1=O
  18, -1.3, -15, 0.0
O=C(NCc1ccccc1)C1CCN(c2nc3ccccc3s2)CC1
  8, -0.7, 0, 0.1
CC(=O)N1N=C(c2ccc(Br)cc2)OC1(C)CC(=O)Nc1ccccc1 (stereo unspecified)
  17, -1.0, 8, 0.3
Nc1sc2c(c1C(=O)NCC1CCCO1)CCCC2 (stereo unspecified)
  2, -0.6, -2, 0.0
O=C(/C=C/c1ccccc1)Oc1ccc(OCc2ccccc2)cc1
  1, -0.6, -4, 0.0
CCOC(=O)CN1C(=O)C(O)(CC(=O)c2cc(O)ccc2O)c2ccccc21 (stereo unspecified)
  9, 0.3, 11, 0.1
Cn1ccc2cc(-c3cccc(C(=O)NC4CCN(Cc5ccccc5)CC4)c3)ccc21
  -23, 0.8, 3, -0.1
O=C(CCCOc1cccc(Br)c1)NCc1ccc2c(c1)OCO2
  -2, -0.2, 4, 0.1
c1ccc(-c2cnn3c(NCCc4cccnc4)ccnc23)cc1
  -6, -0.7, 80*, 0.0
COc1ccc(C(c2sc3nc(C)nn3c2O)N2CCN(C(C)=O)CC2)c(OC)c1 (stereo unspecified)
  16, 0.3, 8, 0.1
O=c1/c(=C\c2cccnc2)sc2nc(-c3ccc(Br)cc3)nn12
  6, -1.0, 0, 0.1
COc1cccc(C=NCCN2CCOCC2)c1O
  21, 0.2, 9, 0.8
CC(C)(C)c1ccc(C2NC(=O)c3ccccc3N2)cc1 (stereo unspecified)
  8, 0.2, 48*, 0.0
CCOC(=O)NN1C(=O)c2ccccc2NC1c1ccc(N(C)C)cc1 (stereo unspecified)
  -10, -0.7, -1, 0.0
O=C(O)c1ccc(NC(=O)C2CC(=O)N(Cc3ccc(Cl)cc3)C(=Nc3ccc(Cl)cc3)S2)cc1 (stereo unspecified)
  20, -1.4, -3, 0.1
Cc1ccc2onc(CC(=O)N3CCC(N4CCCCC4)CC3)c2c1
  -5, -0.2, -3, -0.2
O=C1Nc2cc(C(=O)N3CCN(c4ccccc4Cl)CC3)ccc2NC1CSCc1ccccc1F (stereo unspecified)
  0, 1.2, 1, -0.2
COc1cccc(CNC2CCCN(c3nc(C)c4ccc(C)cc4n3)CC2)c1OC (stereo unspecified)
  -5, 0.0, -9, -0.1
Cc1ccc(C2Nn3c(C)nnc3SC2C(=O)Nc2cccc(C(F)(F)F)c2)cc1 (stereo unspecified)
  6, 0.0, 3, 0.0
O=S(=O)(c1ccc2c(c1)OCCO2)N1CCN(c2ccccc2F)CC1
  1, 0.0, -2, -0.1
CCN1N=C(C)C=C(C)n2c1nc1ccccc12
  -6, -2.2, -9, 0.0
CC(=O)c1ccc(N(S(C)(=O)=O)S(=O)(=O)c2ccc(Cl)cc2)cc1
  0, 0.2, 5, -0.1
Cc1cccc(NC(=O)NCCOc2ccc3nnc(-c4ccccc4)n3n2)c1C
  3, 0.3, 0, -0.2
O=C1NC(c2ccccc2)c2c(-c3ccccc3)n[nH]c21 (stereo unspecified)
  -2, 0.0, 11, -0.1
O=C(Cc1ccc(-n2cccc2)cc1)NCCc1ccccc1
  10, 0.7, -21, 0.1
Cc1ccc(C(=O)C(C)OC(=O)CN2C(=O)c3cccc([N+](=O)[O-])c3C2=O)cc1C (stereo unspecified)
  14, -0.6, 7, 0.1
O=C(CSc1ccc2ccccc2n1)N/N=C/c1ccccc1O
  1, -0.2, 12, -0.1
COc1ccc(C(=O)Cc2cc3ccccc3oc2=O)c(OC)c1
  5, 8.7*, -5, 0.1
COC(=O)c1ccc(Cn2ncc(Cl)c(Cl)c2=O)o1
  13, 2.1, 8, 0.1
CCCc1cc(=O)n2[nH]c(NCc3cccc(OC)c3)nc2n1
  -7, 3.8, -5, 0.0
Cc1ccc(NC(=O)CCS(=O)(=O)c2ccc(Br)s2)cc1F
  13, 0.3, -2, 0.0

Additional compounds:
Fields – MITF primary, GPR151 activ, TEAD-YAP block, FBW7 act
COc1ccc(OC)c(-c2cc(C(=O)NCc3cccs3)no2)c1
  -2, -0.5, -18, -0.1
Cc1cc(SCC(=O)N2CCc3ccccc32)nc(=O)[nH]1
  3, 2.1, -9, 0.0
Clc1cccc(CSc2nnc3c(n2)[nH]c2ccccc23)c1
  1, -0.3, -9, 0.2
COc1ccccc1C1=N/C(=C\c2ccc(C(C)C)cc2)C(=O)O1
  3, -1.6, 1, 0.6
O=S(=O)(c1ccc2c(c1)OCCO2)N1CCN(CC(O)CO)CC1 (stereo unspecified)
  28, 1.5, 4, 0.0
COc1ccc(CC(=O)Nc2cc(NC(=O)c3cccs3)ccc2C)cc1OC
  17, -0.9, 32*, 0.1
COc1ccc(N2C(=O)C3C(c4ccccc4Cl)OC4(C(=O)c5ccccc5C4=O)C3C2=O)c(OC)c1 (stereo unspecified)
  15, -1.1, -1, 0.7
N#Cc1c(N2CCOCC2)nc(-c2ccco2)c2c1CCCC2
  -11, 0.8, 10, 0.2
O=C(Cn1c(=O)c(C(F)(F)F)nc2ccccc21)N1CCCCCC1
  -2, 0.7, -12, 0.0
O=C(Cn1nc(-c2ccc(F)cc2)ccc1=O)Nc1cccnc1
  -1, -0.8, 2, 0.2
O=C(CSc1ccccn1)Nc1ncccn1
  0, 1.5, -2, -0.2
COC(=O)CC(CC(C)C)C(C(=O)OC)C(=O)OC (stereo unspecified)
  8, 1.0, -3, 0.1
CC1(C)Cc2noc(N)c2C(C)(C)N1OC(=O)c1ccco1
  -8, 3.5, -11, 0.0
CCOC(=O)c1c(NC(=O)C(Cl)Cl)sc(C)c1CC
  -1, -0.7, 23, -0.3
Cc1cnc(-c2nnc(N(C)C(=O)c3ccccn3)s2)cn1
  -1, 0.1, -3, -0.1
Cn1cccc1CNC(=S)Nc1cc(F)cc(F)c1
  -4, -0.5, 10, 0.0
Cc1c(C(=O)Nc2ccc(Cl)cn2)sc2ncn(CC(=O)N3CCCC3)c(=O)c12
  5, 0.7, -15, -0.1
Nc1ncnc(Nc2ccc3c(c2)OCCO3)c1[N+](=O)[O-]
  7, -0.3, -13, -0.1
O=C(COC(=O)COc1ccccc1)Nc1ccc(Cl)cn1
  -12, -0.1, -7, -0.2
COc1ccc(C2Nc3ccccc3C(=O)N2c2ccc(C)cc2)cc1COc1ccccc1F (stereo unspecified)
  21, -2.5, -63, 0.5
COc1ccc(C(=O)N(Cc2cccs2)C2CC(C)(C)NC(C)(C)C2)cc1
  5, 7.4*, 13, 1.1
O=C1CCCC/C1=C/Nc1ccc(Cl)c([N+](=O)[O-])c1
  18, 0.4, -6, 0.0
COc1ccc(Nc2cc(-n3cnc(Nc4ccccc4)n3)c(F)cn2)cc1
  -5, -1.0, -4, 0.0
Cc1ccc(NC(=O)C2(N3CCN(c4ccccc4)CC3)CCCCC2)cc1
  -2, -0.5, 5, -0.2
Cc1ccc(-n2ncc3c(=O)n(CC(=O)Nc4ccccc4C)cnc32)cc1C
  23, -0.2, -7, 1.0
CN1CCc2c(sc(NC(=O)c3ccc([N+](=O)[O-])o3)c2C(N)=O)C1
  13, -2.1, 12, -0.1
CC1=C(C(N)=O)C(c2cccs2)n2nc(SCc3ccccc3F)nc2N1 (stereo unspecified)
  5, 0.0, -1, 0.1
COC(=O)c1c(-c2ccccc2)csc1NC(=O)c1ccc(OC)c([N+](=O)[O-])c1
  -14, 6.6*, 3, -0.1
O=C(c1ccccc1)c1ccc(-c2[nH]c(-c3ccc(Cl)cc3Cl)nc2-c2ccccc2)cc1
  -5, 3.7, -9, 0.0
CCOc1ccc2nc(SCc3ccc([N+](=O)[O-])cc3)nc(C)c2c1
  -9, -1.6, 4, -0.3
CCOC(=O)c1ccccc1NC(=O)c1cccc(Cl)c1
  -18, 1.1, 2, 0.1
Oc1ccc(C2NCCc3c2[nH]c2ccccc32)cc1 (stereo unspecified)
  14, -1.2, 9, 0.6
COc1ccc(C(=O)Nc2nnc(SCC(=O)Nc3cccc(C)c3)s2)cc1
  1, 1.1, -50, 0.1
CCCCOc1ccc(-c2nc(C=Nc3ccc(-c4ccccc4)cc3)c(O)o2)cc1
  3, -0.7, -1, 0.6
COc1ccccc1CC(=O)Nc1cnn(CC(=O)NCc2cc3cc(F)ccc3[nH]2)c1
  15, 0.4, 12, 0.2
COCCNc1c2c(c(C#N)c3nc4ccccc4n13)CCC2
  -8, 2.3, 12, -0.1
Cc1nc(-c2ccc(S(=O)(=O)N3CCOCC3)cc2)cs1
  4, 8.6*, 1, 0.0
COc1cccc(OCCCCn2c(-c3ccc(Cl)cc3)nc3ccccc3c2=O)c1
  -11, -0.5, -1, 0.2
c1ccc(CC2CCN(c3nc4nonc4nc3Nc3ccc4c(c3)OCO4)CC2)cc1
  3, 1.0, -10, 0.0
Cc1cc(Cl)ccc1NC(=O)C1CCCN1C(=O)OC(C)(C)C (stereo unspecified)
  12, 0.4, -4, 0.2

Full records, quoted from the list.
Cc1nc(-c2ccc(S(=O)(=O)N3CCOCC3)cc2)cs1 in the list: MITF primary: 4; GPR151 activ: 8.6*; TEAD-YAP block: 1; FBW7 act: 0.0
COCCNc1c2c(c(C#N)c3nc4ccccc4n13)CCC2 in the list: MITF primary: -8; GPR151 activ: 2.3; TEAD-YAP block: 12; FBW7 act: -0.1
CCCCOc1ccc(-c2nc(C=Nc3ccc(-c4ccccc4)cc3)c(O)o2)cc1 in the list: MITF primary: 3; GPR151 activ: -0.7; TEAD-YAP block: -1; FBW7 act: 0.6

(further entries)
Fields – MITF primary, GPR151 activ, TEAD-YAP block, FBW7 act
C=Cc1ccc(Cn2c(C)c(CNCc3ccc(OC(C)C)cc3)c(C(=O)O)c2C)cc1
  7, 0.0, 7, 0.0
CC(C)(C)C(=O)NC(=S)Nc1ccc(S(=O)(=O)N2CCOCC2)cc1
  -25, -0.1, -5, -0.1
CC(=O)N1CC(=O)N=C1SCC(=O)Nc1ccc(S(N)(=O)=O)cc1
  -4, -1.4, 10, -0.2
O=C(NCCN1CCOCC1)c1cc(Br)ccc1Cl
  8, 0.2, 0, -0.1
COc1cc(CNc2ccc3ncc(-c4cncnc4)n3n2)cc(OC)c1OC
  3, 0.3, -13, -0.2
CCN(CC)C(=O)[C@@H]1C[C@@H](NCc2ccccc2O)CN1Cc1ccccc1
  3, 0.9, -6, 0.1
CC1=C(C(=O)Nc2cccc(C(=O)Nc3cccc(Cl)c3C)c2)SCCO1
  5, -0.1, -6, -0.1
CN(C)C(=O)Cc1ccc(NS(=O)(=O)c2ccccc2Br)cc1
  20, 0.1, -5, 0.8
O=C(NCc1ccco1)/C(=C/C=C/c1ccccc1)NC(=O)c1ccc(Br)cc1
  -5, -0.6, -5, 0.0
O=C(c1ccccc1)c1ccc(O)c(O)c1
  -12, 0.3, 3, 0.1
O=C1NC2(CCN(C(=O)C3=Cc4ccccc4OC3)CC2)Oc2ccccc21
  13, -1.6, -2, 0.0
COc1cc([N+](=O)[O-])cc2sc(NC(=O)C34CC5CC(CC(C5)C3)C4)nc12
  9, -0.3, 13, -0.1

Compounds shown so far that have a cyano group (2):
Fields – MITF primary, GPR151 activ, TEAD-YAP block, FBW7 act
N#Cc1c(N2CCOCC2)nc(-c2ccco2)c2c1CCCC2
  -11, 0.8, 10, 0.2
COCCNc1c2c(c(C#N)c3nc4ccccc4n13)CCC2
  -8, 2.3, 12, -0.1
